Screening results deposited in PubChem by Vanderbilt High Throughput Screening Facility.
Cav32 inh = Cav3.2 calcium influx blockers – cell-based, Fluo-4 calcium fluorescence, FDSS, MLSMR library, primary screen | Voltage-dependent T-type calcium channel subunit alpha-1H (Homo sapiens), O95180 | Cav3.2-expressing cells; hits give low values | B-score at 10 µM | actives 4% (n = 100,000);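 active = single-dose well whose peak fluorescence ratio is a statistical outlier from its plate by either plate-standardised score or position-corrected B-score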
Target sequence (O95180 whole entry, looked up): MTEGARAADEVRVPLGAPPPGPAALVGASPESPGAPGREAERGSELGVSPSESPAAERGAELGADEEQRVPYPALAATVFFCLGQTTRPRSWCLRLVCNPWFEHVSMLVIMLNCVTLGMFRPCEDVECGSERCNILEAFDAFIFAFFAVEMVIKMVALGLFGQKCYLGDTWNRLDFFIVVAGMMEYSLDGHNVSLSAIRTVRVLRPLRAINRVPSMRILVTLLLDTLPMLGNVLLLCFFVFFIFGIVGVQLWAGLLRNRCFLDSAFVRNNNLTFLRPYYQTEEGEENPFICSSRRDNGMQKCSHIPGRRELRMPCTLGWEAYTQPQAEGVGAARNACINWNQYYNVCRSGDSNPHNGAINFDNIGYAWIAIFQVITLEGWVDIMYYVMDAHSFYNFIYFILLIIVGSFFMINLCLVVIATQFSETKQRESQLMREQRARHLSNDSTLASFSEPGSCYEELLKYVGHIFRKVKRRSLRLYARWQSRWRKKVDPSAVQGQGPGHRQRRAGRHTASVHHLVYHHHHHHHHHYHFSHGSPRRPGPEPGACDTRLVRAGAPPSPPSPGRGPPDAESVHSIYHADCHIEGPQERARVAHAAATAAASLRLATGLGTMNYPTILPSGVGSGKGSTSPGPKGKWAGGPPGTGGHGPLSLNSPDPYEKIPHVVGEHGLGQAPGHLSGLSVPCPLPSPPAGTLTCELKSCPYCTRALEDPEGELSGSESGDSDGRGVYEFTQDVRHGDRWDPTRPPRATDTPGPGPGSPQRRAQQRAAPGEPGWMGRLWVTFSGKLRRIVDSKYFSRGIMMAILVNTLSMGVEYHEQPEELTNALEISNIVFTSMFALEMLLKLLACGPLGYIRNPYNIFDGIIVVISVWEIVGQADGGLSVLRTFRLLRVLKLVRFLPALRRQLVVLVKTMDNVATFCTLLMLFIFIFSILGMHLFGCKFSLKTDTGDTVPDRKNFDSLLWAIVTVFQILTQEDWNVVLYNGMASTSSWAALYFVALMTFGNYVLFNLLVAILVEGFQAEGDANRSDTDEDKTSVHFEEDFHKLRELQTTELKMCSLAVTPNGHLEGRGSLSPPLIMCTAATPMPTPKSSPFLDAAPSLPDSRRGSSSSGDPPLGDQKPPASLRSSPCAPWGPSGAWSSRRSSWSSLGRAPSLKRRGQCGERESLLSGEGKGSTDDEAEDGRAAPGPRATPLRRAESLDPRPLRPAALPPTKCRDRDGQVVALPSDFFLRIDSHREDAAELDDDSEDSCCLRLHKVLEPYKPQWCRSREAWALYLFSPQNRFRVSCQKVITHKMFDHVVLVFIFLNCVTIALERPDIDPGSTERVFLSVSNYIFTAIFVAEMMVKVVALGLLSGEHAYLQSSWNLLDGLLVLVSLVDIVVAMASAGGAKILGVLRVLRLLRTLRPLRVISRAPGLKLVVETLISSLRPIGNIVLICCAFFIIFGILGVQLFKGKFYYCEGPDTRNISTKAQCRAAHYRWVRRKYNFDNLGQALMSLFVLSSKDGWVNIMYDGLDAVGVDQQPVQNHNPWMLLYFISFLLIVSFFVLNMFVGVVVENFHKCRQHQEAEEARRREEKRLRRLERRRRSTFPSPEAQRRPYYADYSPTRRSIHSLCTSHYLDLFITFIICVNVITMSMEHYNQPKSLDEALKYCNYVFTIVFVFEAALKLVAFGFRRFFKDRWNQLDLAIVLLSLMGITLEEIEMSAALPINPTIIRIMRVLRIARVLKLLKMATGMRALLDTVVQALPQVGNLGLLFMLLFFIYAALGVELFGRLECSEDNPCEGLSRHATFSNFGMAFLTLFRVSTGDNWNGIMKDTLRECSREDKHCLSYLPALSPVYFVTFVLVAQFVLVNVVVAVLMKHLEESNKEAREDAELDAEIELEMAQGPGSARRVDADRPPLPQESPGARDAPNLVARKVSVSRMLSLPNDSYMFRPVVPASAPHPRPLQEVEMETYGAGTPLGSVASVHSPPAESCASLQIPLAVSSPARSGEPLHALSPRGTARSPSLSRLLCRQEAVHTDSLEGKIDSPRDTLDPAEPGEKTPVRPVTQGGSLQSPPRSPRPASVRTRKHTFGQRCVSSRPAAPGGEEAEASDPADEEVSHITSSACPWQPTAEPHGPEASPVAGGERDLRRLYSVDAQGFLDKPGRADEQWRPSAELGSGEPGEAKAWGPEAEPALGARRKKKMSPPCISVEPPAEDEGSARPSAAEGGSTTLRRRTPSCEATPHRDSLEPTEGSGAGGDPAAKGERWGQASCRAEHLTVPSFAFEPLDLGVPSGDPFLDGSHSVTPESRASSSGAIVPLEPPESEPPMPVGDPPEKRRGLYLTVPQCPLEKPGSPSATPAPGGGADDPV
* = called active by the depositor. The list is partial, so the mix of outcomes need not match the whole.

SMILES | Cav32 inh
COc1ccccc1S(=O)(=O)Cc1ccc(C(=O)NCCN2CCCC2)o1 | -0.107
CC(C)NC(=O)c1ccc(N2CCOCC2)nc1 | -0.207
CC(/C=C/c1ccccc1)=N\Nc1nc(-c2ccccc2)cs1 | -1.21
CCOC(=O)c1cnc(SCC(=O)Nc2sc(C)c(C)c2C#N)nc1N | 3.11
COCCNC(=O)c1c[nH]c2ccc(OC)cc2c1=O | -1.73
O=C(Nc1nnc(SCc2ccccc2Cl)s1)C1COc2ccccc2O1 (configuration not stated) | -1.17
O=C(COc1ccccc1Cl)Nc1nc(-c2cccs2)cs1 | -2.91
Cc1[nH]n(-c2ccccc2)c(=O)c1CCOC(=O)c1ccc(C(F)(F)F)cc1 | -0.95
CC1(C)C2CCC(C2)C1(C)NC(=O)CN1CCOCC1 (configuration not stated) | -0.134
CN1CCN(CCCN2c3ccccc3Sc3ccc(C(F)(F)F)cc32)CC1 | 0.846
CC(N=C1NS(=O)(=O)c2ccccc21)c1ccccc1 (configuration not stated) | -0.621
CCC1CC2CC(NC(C)=O)C1C2 (configuration not stated) | -0.0598
COc1ccc(CCNC(=O)C2CCN(S(=O)(=O)c3cccc4nsnc34)CC2)cc1OC | 0.796
CN1CCN(C(=O)C2(NC(=O)Nc3ccccc3Cl)CCCCC2)CC1 | -0.212
CC1(C)N=C(C(=O)c2ccccc2)N(O)C1(C)O (configuration not stated) | 0.535
COC(=O)c1ccc(S(=O)(=O)N2CCCCC2)o1 | 0.698
COc1cc(NC(=O)c2cnn3c(C)cc(C)nc23)c(OC)cc1Cl | 0.827
Cc1ccc(CN(c2ccc(C(=O)N3CCOCC3)cc2)S(C)(=O)=O)cc1 | 0.369
CN(C)CC[C@@H](c1ccc(Br)cc1)c1ccccn1 | 0.527
COc1ccc(CCN2CC34C=CC(O3)C(C(=O)NCc3ccccc3)C4C2=O)cc1OC (configuration not stated) | -0.0872
CCCn1c(SCC(=O)NCCc2ccc(Cl)cc2Cl)n[nH]c1=O | 0.0852
CCCCCc1c(O)c2ccccc2[nH]c1=O | 0.0998
Cc1ccc(CNC(=O)c2ccc(CN3CCOCC3)cc2)cc1 | 1.54
CCC1CCC(NC2CCCCNC2=O)CC1 (configuration not stated) | 0.202
CC(/C=N/N1CCN(c2ccccc2)CC1)=C\c1ccccc1 | -1.07
Nc1ccc2nc(-c3ccc(N)c(Cl)c3)[nH]c2c1 | 0.551
C=CCn1c(SC(CCO)C(=O)NCc2ccco2)nc2sc3c(c2c1=O)CCC3 (configuration not stated) | 0.0126
CCSC1=N/C(=C\c2ccc(-c3ccccc3[N+](=O)[O-])o2)C(=O)S1 | 0.128
Cc1ccc(OCn2c(=O)sc3ccccc32)cc1 | -1.43
CC(C)NC[C@H](O)COc1cccc2ccccc12 | 0.0416

Structures from the list above with a furan ring, fused or not (4):
SMILES | Cav32 inh
COc1ccccc1S(=O)(=O)Cc1ccc(C(=O)NCCN2CCCC2)o1 | -0.107
COC(=O)c1ccc(S(=O)(=O)N2CCCCC2)o1 | 0.698
C=CCn1c(SC(CCO)C(=O)NCc2ccco2)nc2sc3c(c2c1=O)CCC3 (configuration not stated) | 0.0126
CCSC1=N/C(=C\c2ccc(-c3ccccc3[N+](=O)[O-])o2)C(=O)S1 | 0.128

(more compounds)
SMILES | Cav32 inh
O=C(CCCCCN1C(=O)CCC1=O)Nc1ncn[nH]1 | -0.144
Cc1cccn2c(=O)c(C=Nc3ccccc3)c(NCCO)nc12 | -0.694
Nc1ccc(-n2c(N)c(C(=O)NCc3ccc4c(c3)OCO4)c3nc4ccccc4nc32)cc1 | 0.028
O=C(c1cn(CC(=O)N2CCCC2)c2ccccc12)C1CCCCC1 | 2.01
Cn1c(SCC(=O)N2CCN(S(=O)(=O)c3ccccc3)CC2)nc2ccccc21 | 0.657
CCOC(=O)C(CC)n1cnc2c(cnn2-c2ccc(Cl)cc2)c1=O (configuration not stated) | -0.312
COc1ccc(-n2c(Cc3cccn3C)nnc2SCC(=O)Nc2ccccc2C)cc1 | -6.4*
COc1ccccc1N1CCN(C(=O)CN(c2cc(C)cc(C)c2)S(C)(=O)=O)CC1 | -0.17
CC12CCC(C(=O)NCCN3CCCCC3)(CC1=O)C2(C)C (configuration not stated) | -0.413
Oc1c(Cl)cc(Cl)cc1C=Nc1ccc(Br)cc1 | -7.58*
COc1ccc2[nH]c3c(NCCN4CCCCC4)ncnc3c2c1 | -0.174
CC(C)OCCCNc1nc2c([nH]1)c(=O)n(C)c(=O)n2C | -0.138
CC(=O)c1cc2c(C)cc(=O)oc2cc1O | 1.68
CC(C)OC(=O)c1ccc(Cn2nnc3ccccc3c2=O)cc1 | -0.31
C=CCOC(=O)C1=C[C@H](C2CCCCC2)[C@@H](CCCO)[C@H](OCC)O1 | -0.63

7 compounds already listed, sorted by their value in Cav32 inh, falling:
structure	Cav32 inh
O=C(c1cn(CC(=O)N2CCCC2)c2ccccc12)C1CCCCC1	2.01
CC(=O)c1cc2c(C)cc(=O)oc2cc1O	1.68
Cn1c(SCC(=O)N2CCN(S(=O)(=O)c3ccccc3)CC2)nc2ccccc21	0.657
O=C(CCCCCN1C(=O)CCC1=O)Nc1ncn[nH]1	-0.144
COc1ccccc1N1CCN(C(=O)CN(c2cc(C)cc(C)c2)S(C)(=O)=O)CC1	-0.17
CC12CCC(C(=O)NCCN3CCCCC3)(CC1=O)C2(C)C (configuration not stated)	-0.413
COc1ccc(-n2c(Cc3cccn3C)nnc2SCC(=O)Nc2ccccc2C)cc1	-6.4*

Going on with the list.
SMILES | Cav32 inh
COC(=O)c1cccnc1NC(=S)NNC(=O)c1ccccc1 | -0.606
Cc1cccc(N2CCN(CC(=O)Nc3nccs3)CC2)c1C | -6.3*
O=C(CC1(O)C(=O)N(C/C=C/c2ccccc2)c2ccccc21)c1ccccn1 (configuration not stated) | -4.35
O=C(NCCCn1ccnc1)c1ccc(S(=O)(=O)N2CCCCCC2)cc1 | 0.408
C/C(CCc1ccc2c(c1)OCO2)=N\N=C(/N)SC1CC(=O)N(c2ccccc2F)C1=O (configuration not stated) | -5.91*
CCCc1ccc(OCc2ccc(C(=O)O)o2)c(OC)c1 | 1.17
COc1ccc(C(=O)Nc2ccc(-c3cn4ccsc4n3)cc2)cc1S(=O)(=O)N1CCOCC1 | 0.413
CCCCCCSc1nsc(NC(C)=O)n1 | -0.444
CCOCCn1c(CN2CCN(C)CC2)nc2c1c(=O)n(C)c(=O)n2C | 0.283
CCC1=CC(c2ccccc2)n2ncnc2N1 (configuration not stated) | 0.197
NC(=O)C1CCN(C(=O)C2CCN(S(=O)(=O)c3ccccc3)CC2)CC1 | -0.281
CC(=O)c1ccc(NC(=O)c2cnn3c(C(F)F)cc(C4CC4)nc23)cc1 | -0.109
COC(=O)C1=C(C)N(C)C(C)=C(C(=O)OC)C1c1ccccc1C | -1.05
COc1ccc(N2CCN(C(=O)CN3C(=O)C4CC=CCC4C3=O)CC2)cc1 (configuration not stated) | -0.126
CCOC(=O)c1ccc(COC(=O)CCc2nc3ccccc3[nH]c2=O)o1 | 0.344
CC(C)(C)NC(=O)c1cccc(NC(=O)c2ccc(NC(=O)c3ccco3)cc2)c1 | 0.0136
Cc1ccc(NC(=O)c2cc(N3CCOCC3)nc3ccccc23)cc1 | -0.411
CCC(=O)Nc1c(C#N)c2nc3ccccc3nc2n1C1CCCCC1 | -2.05
Nc1c(C(=O)NC2CC2)c2nc3ccccc3nc2n1-c1ccc2c(c1)OCO2 | -3.52
COCCn1nnnc1CN(Cc1ccco1)Cc1cc2cc3c(cc2[nH]c1=O)OCO3 | -0.166
CC(=O)c1cccc(NC(=O)C2CCCN2S(=O)(=O)c2cccc3nsnc23)c1 (configuration not stated) | -0.0157
COC(=O)c1ccccc1N1C(=O)C2C(C1=O)[C@H]1C=C[C@@H]2C1 (some centres not stated) | -0.0406
O=C(Nc1cccc2ccccc12)NC1CCCc2ccccc21 (configuration not stated) | -1.68
Cc1ccc(NC=C(S(=O)(=O)c2ccccc2)S(=O)(=O)c2ccccc2)c(C)c1 | 0.135
COc1ccc(NS(=O)(=O)c2c(C)[nH]c(=O)[nH]c2=O)c(OC)c1 | -0.844
Cn1c2ccccc2c2nnc(SCc3ccc4nonc4c3)nc21 | -0.0664
CCc1ccc(OCC(=O)NCCOc2ccccc2)cc1 | -4.43*
N#Cc1c(N)nc(SCC(=O)NC2CCCCC2)c(C#N)c1-c1ccc(Cl)cc1 | -0.0252
CCN1CCN(c2ncnc3c2sc(=S)n3-c2ccccc2)CC1 | 1.12
O=C(NCCN1C(=O)CCC1=O)c1ccncc1 | 0.233
COC(=O)C(NC(=O)c1ccc(Cl)cc1)(Nc1nc(C)cs1)C(F)(F)F (configuration not stated) | -2.98
Cn1nnnc1SCC(=O)NC(=O)Cc1ccccc1 | 0.0082
CCOc1ccc(CCNC(=O)C2CCN(c3nnc(-n4cccc4)s3)CC2)cc1OCC | 0.774
O=C(NC1CCCCCCC1)C1CCCN(S(=O)(=O)c2cnc[nH]2)C1 (configuration not stated) | -0.525
CC(C)(C)NC(=O)NC(=O)CSc1nnc(-c2ccccc2F)n1N | -0.545
COc1ccc(NS(=O)(=O)c2ccc3oc(Nc4ccc5c(c4)OCCO5)nc3c2)cc1 | -0.594
Cc1ccc(-c2cc(C(F)(F)F)n3ncc(C(=O)NCc4ccco4)c3n2)cc1 | -0.575
CC12CC(c3ccccc3O1)N(C(=O)c1ccco1)C(=S)N2c1ccccc1 (configuration not stated) | -2.97
CCOC(=O)c1ccc(NC2c3ccccc3C(=O)N2c2cccnc2)cc1 (configuration not stated) | -2.07
CCCCCCn1c(=O)c(F)cn(Cc2ccc(OC)c([N+](=O)[O-])c2)c1=O | -3.45
Cc1ccccc1NC(NC(=O)c1cccs1)C(Cl)(Cl)Cl (configuration not stated) | -5.88*
COC(=O)C1CCN(C(=O)C2CCCCC2)CC1 | -0.0371
COc1cc(C(=O)Nc2nc3ccc(C)cc3s2)ccc1OCc1c(C)noc1C | -0.673
Cc1cccc(-c2noc(CSc3ccccc3)n2)c1 | 0.0137
CSc1cc(-c2ccc(Cl)cc2)n(Cc2ccccc2)c(=O)c1C#N | -0.374

Three of these compounds in a different format:
Cc1ccc(NC(=O)c2cc(N3CCOCC3)nc3ccccc23)cc1
  Cav32 inh: -0.411
CC(C)(C)NC(=O)NC(=O)CSc1nnc(-c2ccccc2F)n1N
  Cav32 inh: -0.545
O=C(NC1CCCCCCC1)C1CCCN(S(=O)(=O)c2cnc[nH]2)C1 (configuration not stated)
  Cav32 inh: -0.525

Additional structures follow:
SMILES | Cav32 inh
CN(C)CCCNC(=O)CC(c1ccc(F)cc1)c1ccco1 (configuration not stated) | 0.348
COC(=O)Cc1cc(=O)oc2cc(OC)ccc12 | 0.713
CCc1nc(-n2[nH]c(=O)c3ccccc3c2=O)c2c3c(sc2n1)CCCC3 | -0.00996
Cc1cccc(N=C2NC(=O)/C(=C3/C(=O)N(C)c4ccccc43)S2)c1C | -0.979
Cc1ccc(C)c(OCC(=O)Nc2nc3ccc([N+](=O)[O-])cc3s2)c1C | -2.12
O=C1OC(NC(=O)c2ccccc2)C(N2CCOCC2)=C1Cl (configuration not stated) | -0.0433
COc1cc(C)nc(N(C)S(=O)(=O)c2ccccc2Cl)n1 | -0.434
CC(C)(C)c1ccc(C(=O)OCCNC(=O)c2c(Cl)nc3ccccn23)cc1 | -1.89
COc1ccc(N2CCCn3c2nc2c3c(=O)n(Cc3ccccc3F)c(=O)n2C)c(OC)c1 | -0.909
CC(=O)NC1CC2CCCC(C1)N2CC(=O)NCc1ccc(F)cc1 (configuration not stated) | -0.0671
COc1ccc(CN2CN=C(Nc3nc4ccccc4s3)NC2)cc1 | 0.964
CCNC(=O)/C(=C/c1ccco1)NC(=O)/C=C/c1ccccc1 | 0.00535
CC(CCc1ccccc1)NC(=O)C1CCCN(C(=O)c2cc3sccc3n2C)C1 (configuration not stated) | -3.67
CCOc1ccc(N2C(=O)CC(NCCc3ccc(S(N)(=O)=O)cc3)C2=O)cc1 (configuration not stated) | -1.75
CCOC(=O)Nc1sc(NS(=O)(=O)c2ccc(C)cc2)nc1C | -0.00367
CCCS(=O)(=O)N1CCN(C(=O)c2cc(OC)cc(OC)c2)CC1 | 0.362
COc1ccc(Cl)cc1NC(=O)C(=O)N/N=C/c1cc(C)n(-c2ccc(C)cc2)c1C | -4.18
O=C(C1=C[C@@H](c2ccccc2)C[C@@H](OCc2ccc(CO)cc2)O1)N1CCN(Cc2ccc3c(c2)OCO3)CC1 | -1.44
O=C(O)c1cccn1Cc1ccccc1F | 0.0375
CC1(C)C(=O)C2(CCCCC2)C(=O)OC1c1cccs1 (configuration not stated) | 0.00781
CN(CCOC(=O)C1c2ccccc2Oc2ccccc21)C(C)(C)C | 1.27
CC1(C)CC(=O)C2=C(C1)N(c1ccc(F)cc1)C(=O)CC2c1ccsc1 (configuration not stated) | 0.31
CC1CCCC(C(=O)O)N1C(=O)CCS (configuration not stated) | 1.1
Cc1ccc(CCN2CC(C(=O)NCCN3CCOCC3)CC2=O)cc1 (configuration not stated) | 0.851
CC(=O)NS(=O)(=O)c1ccc(NC(=S)NC(=O)C(C)C)cc1 | 0.631
Cc1cc(NC(=O)c2ccc3nc(C)sc3c2)no1 | -0.73
COc1ccc(CN(CCN(C)C)Cc2ccccc2)c(OC)c1 | 0.991
Cc1ccccc1C(=O)NCc1ccncc1 | -0.974
Clc1ccccc1-c1nnc2sc(CCc3ccccc3)nn12 | 0.958
COc1ccc(-c2cc(-c3ccccc3)nc3ncnn23)cc1 | 0.11
CN(C)S(=O)(=O)c1cccc(-c2cn3cc(Cl)ccc3n2)c1 | 0.0492
COc1ccccc1NC(=S)NNC(=O)c1c(Cl)c(C)nn1C | 0.297
OC1(c2cccc(C(F)(F)F)c2)CCNCC1 | 0.624
Cc1cc(C(=O)CSc2nc3ccccc3o2)c(C)n1CC1CCCO1 (configuration not stated) | -0.578
Cc1cc(C)n(-c2nc3ccccc3c(=O)n2OCC(=O)N(C)C)n1 | 1.75
Cc1nnc(C)c2c(C)n(-c3ccc(Br)cc3)c(C)c12 | 0.0404
CCOC(=O)c1ccc(Nc2cc3ccccc3c(=O)[nH]2)cc1 | 0.409
Cc1nnc(NC(=O)C2CCCN(S(=O)(=O)c3ccccc3C(F)(F)F)C2)s1 (configuration not stated) | -0.0833
